EBI2 antag – blocks human EBI2 receptor beta-arrestin signaling | P32249 | 0.81% of 360,000 active | inhibition, % at 5 µM | EBI2 beta-arrestin recruitment, luminescence, 7a,25-OHC stimulated; in the data active = inhibition above about 38%;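 note: enzyme fragment complementation signal reports receptor beta-arrestin coupling in cells; 0% = agonist plus DMSO wells and 100% = wells without agonist; some results beyond the cut were filed as inactive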
Target sequence (P32249 whole entry, looked up, the tested form may be a part): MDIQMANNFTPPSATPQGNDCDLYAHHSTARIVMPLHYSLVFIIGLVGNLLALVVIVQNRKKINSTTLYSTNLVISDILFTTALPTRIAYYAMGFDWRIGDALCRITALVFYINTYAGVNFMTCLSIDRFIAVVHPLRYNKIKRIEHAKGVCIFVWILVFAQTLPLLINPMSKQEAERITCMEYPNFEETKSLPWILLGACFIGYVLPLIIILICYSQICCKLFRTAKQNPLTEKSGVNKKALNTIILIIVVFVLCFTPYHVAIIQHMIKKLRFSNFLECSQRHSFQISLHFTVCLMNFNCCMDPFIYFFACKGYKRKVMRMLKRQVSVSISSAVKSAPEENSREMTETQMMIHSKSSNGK
UBC13 polyUb – inhibitors of human UBC13 polyubiquitin chain formation | P61088 | TR-FRET | 0.47% of 330,000 active | inhibition, % at 20 µM; in the data active = inhibition above about 45%, passing the limit was not always enough
Apaf1 inhib – human Apaf-1 inhibition. inhibition, % at 20 µM. reconstituted apoptosome caspase-3 activity, DEVD-Rh110 fluorescence. O14727. 0.71% of 330,000 active; active = inhibition of at least 40% at 20 µM;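 note: plate controls were DMSO wells for no effect and DEVD-CHO caspase inhibitor wells for full effect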
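Assay system – apoptosome proteins · Medium – Hepes buffer, pH 7.5 · Also added – cytochrome c with DEVD-Rh110 · Timing – 30 min compound preincubation, 50 min activation, room temperature · Detection – Rh110 fluorescence, excitation 480 nm, emission 540 nm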
CCR6 antagonist – antagonists of human CCR6 receptor. P51684. CHO-K1 CCR6 PathHunter beta-arrestin, luminescence, CCL20-stimulated. inhibition, % at 20 µM. 0.49% of 340,000 active;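 active = compounds whose inhibition of the agonist-driven luminescence signal at 20 µM reaches about 50%, limit read from the data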;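 note: cells stimulated with CCL20 at 14 nM final; plate controls were DMSO with CCL20 for no effect and DMSO without agonist for full effect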
Target sequence (P51684 whole entry, looked up): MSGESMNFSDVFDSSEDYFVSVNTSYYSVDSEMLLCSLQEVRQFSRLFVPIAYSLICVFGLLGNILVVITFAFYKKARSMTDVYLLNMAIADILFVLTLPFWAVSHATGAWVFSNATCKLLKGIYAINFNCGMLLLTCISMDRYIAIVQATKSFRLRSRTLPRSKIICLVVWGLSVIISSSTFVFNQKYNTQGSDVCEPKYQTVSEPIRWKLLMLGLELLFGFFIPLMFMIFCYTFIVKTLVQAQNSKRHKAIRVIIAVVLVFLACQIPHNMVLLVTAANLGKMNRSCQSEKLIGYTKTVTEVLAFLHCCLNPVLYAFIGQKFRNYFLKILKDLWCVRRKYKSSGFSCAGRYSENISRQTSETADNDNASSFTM
697 NFkB inh – lowers PMA/ionomycin-induced NF-kB signal in 697 B cells; AID 435022; 697 B-cell NF-kB luciferase reporter, 16 h; 0.33% of 330,000 active; inhibition, % at 4 µM; in the data active = inhibition above about 35%
SENP8 block – inhibitors of human SENP8 protease; Q96LD8; AID 2540; inhibition, % at 10 µM; purified SENP8, Z-RLRGG-aminoluciferin cleavage, luminescence; 1.2% of 330,000 active
Target sequence (Q96LD8 whole entry, looked up): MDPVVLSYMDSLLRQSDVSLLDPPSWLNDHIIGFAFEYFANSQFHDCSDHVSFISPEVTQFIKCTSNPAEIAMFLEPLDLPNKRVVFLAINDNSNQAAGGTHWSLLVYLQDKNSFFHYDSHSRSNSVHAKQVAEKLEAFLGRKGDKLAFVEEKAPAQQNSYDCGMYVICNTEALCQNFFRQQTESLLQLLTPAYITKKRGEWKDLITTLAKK
Gli-Sufu antag – blocks Gli-Sufu signaling in a luciferase reporter; Sufu-KO-LIGHT fibroblasts, Gli luciferase reporter luminescence; inhibition, % at 5 µM; 0.74% of 340,000 active; AID 588413;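 active = inhibition above about 55%, limit read from the data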;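 note: 0% = DMSO-treated cells and 100% = wells with medium but no cells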
Jurkat NFkB inh – lowers PMA/ionomycin-induced NF-kB signal in Jurkat cells. PMA/ionomycin-induced NF-kB luciferase reporter, luminescence. inhibition, % at 4 µM. 0.53% of 330,000 active. AID 435003
Active calls of the source: *; . = not tested or not shown. Cut-off read from the data, not from the text of the source, unless noted: active = inhibition above about 50%; inactive = the rest. Not all compounds are listed; rates above refer to the full screens.

SMILES	EBI2 antag	UBC13 polyUb	Apaf1 inhib	CCR6 antagonist	697 NFkB inh	SENP8 block	Gli-Sufu antag	Jurkat NFkB inh
O=C(Nc1ccc(F)cc1)C1CCN(c2ncnc3c2nc2n3CCCCC2)CC1	-11	13	10	26	-67	8	3	22
O=C(N/N=C/c1ccc2nccnc2c1)c1ccccc1O	.	-26	8	.	-106	2	.	-56
Cn1c(N)c(S(=O)(=O)NCc2ccc(F)cc2)c(=O)n(C)c1=O	-16	6	1	-3	-5	-3	-8	1
O=c1ncn(-c2cccc([N+](=O)[O-])c2)c2ccccc12	-10	-8	-5	0	-6	-11	-7	-7
CCOc1ccccc1C(=O)N1CCN(C(c2ccccc2)c2ccccc2)CC1	31	-2	17	17	-23	3	11	14
CNC(=O)CSc1nnc(-c2cccc(S(=O)(=O)N3CCOCC3)c2)n1-c1ccc(F)cc1	3	-2	3	-6	4	-7	-1	-1
O=C(Nc1cccc(-n2cnnn2)c1)c1ccc(Cl)cc1Cl	4	2	5	10	-2	-3	2	12
Cc1ccc(C)c(OCCC(=O)NCCc2ccc(F)cc2)c1	11	-1	11	6	9	-14	-2	16
CCc1ccc(CNC(=O)CCC(=O)n2ncc3cc(C)ccc32)cc1	-3	-6	18	-9	7	-3	-1	-5
Cn1c(CSCc2ccccc2Cl)nnc1SCC(=O)Nc1nccs1	-1	-4	5	6	-19	-14	3	4
COCC(=O)N(c1ccccc1)C(C)C(=O)OC (stereo not drawn)	1	4	-12	-10	5	3	-5	-3
CC(NC(=O)C(=O)N1CCCCC1)C(c1cccs1)N1CCN(C)CC1 (stereo not drawn)	-13	4	9	5	1	1	-18	3

The final two records of the section before are carried over, then new ones follow.
SMILES	EBI2 antag	UBC13 polyUb	Apaf1 inhib	CCR6 antagonist	697 NFkB inh	SENP8 block	Gli-Sufu antag	Jurkat NFkB inh
COCC(=O)N(c1ccccc1)C(C)C(=O)OC (stereo not drawn)	1	4	-12	-10	5	3	-5	-3
CC(NC(=O)C(=O)N1CCCCC1)C(c1cccs1)N1CCN(C)CC1 (stereo not drawn)	-13	4	9	5	1	1	-18	3
COc1ccc(N=CC2=C(O)CC(c3ccccc3)CC2=O)c(OC)c1 (stereo not drawn)	10	-15	13	-23	-67	-9	6	14
COc1ccc(N=C2NC(=O)C(CC(=O)NCCc3ccc(OC)c(OC)c3)S2)cc1 (stereo not drawn)	5	5	8	4	8	3	0	-11
CC(OC(=O)c1cccc(-n2cnnn2)c1)c1nc2ccccc2c(=O)[nH]1 (stereo not drawn)	-7	-14	6	7	6	-7	2	3
CC(c1cccs1)N(C)Cc1nc(CCc2ccccc2)no1 (stereo not drawn)	7	2	2	12	-3	8	-11	3
COc1ccc(C(=O)OCC(=O)Nc2cc(S(=O)(=O)N3CCOCC3)ccc2N2CCCC2)cc1	-6	2	7	28	-3	-4	-10	0
OCCn1c(-c2ccccc2)csc1=Nc1ccccc1	0	-11	17	10	-54	-4	-6	-44
COc1ccc(CCNC(=S)Nc2cccc(C)c2C)cc1	12	-2	19	9	-5	5	1	-3
COCC1=C(C(=O)OC(C)OC(=O)OC(C)C)N2C(=O)[C@@H](NC(=O)/C(=N\OC)c3csc(N)n3)[C@H]2SC1 (stereo partly drawn)	-2	-3	-3	2	15	0	6	8
Nc1nc(SCC(=O)N2CCOCC2)[nH]c(=O)c1-c1ccccc1	-4	4	0	6	-8	-8	8	2
O=C(CCC(=O)N1CCCC1)Nc1nnc(C(F)(F)F)s1	4	-1	5	7	-14	-10	4	-13
O=C1CCCc2ccccc2N1Cc1ccc(F)cc1	7	-2	7	4	2	-11	3	10
COc1cc2c(cc1OC)CN(C(=O)c1ccc3nc[nH]c3c1)CC2	2	0	-2	12	-4	0	-17	61*
O=C(NCCc1ccccc1)C1CCN(S(=O)(=O)N2CCC3(CC2)OCCO3)CC1	4	-2	-1	2	4	-6	4	-3
Cc1ccccc1C(C(=O)NC1CCCCC1)N(C(=O)c1ccccn1)c1cccnc1 (stereo not drawn)	-2	2	-6	0	18	-2	-7	-11
COCCNC(=O)CSc1nc2scc(-c3ccccc3)c2c(=O)[nH]1	-7	-8	-11	-13	-4	1	15	-4
COc1ccc(NC(=O)CN2CCN(C(=O)c3ccco3)CC2)c(OC)c1	-2	7	5	-3	-3	-1	5	-14
Cc1cccc2nc(C(=O)Nc3cccc(C(=O)NC4CC4)c3)cn12	-11	-13	-6	0	-41	-8	-39	-39
Cc1ccc(-c2nn3nnnc3c3ccccc23)cc1C	3	10	20	6	-12	4	-10	10
CN(Cc1cccc(F)c1)C(=O)c1cc(=O)[nH]c2ccccc12	-6	3	8	9	-15	-5	-4	-13
COc1ccc(Nc2nc(C)cc(C)c2C(N)=O)cc1	-2	11	-10	-15	1	-3	-17	-8
COC(=O)C1CCN(C(=O)CCCOc2ccccc2)CC1	-3	9	1	12	6	-11	-14	-69
COC(=O)c1cc(NC(=O)c2cccc([N+](=O)[O-])c2C)ccc1Cl	10	11	2	11	19	4	1	19
COc1cc(SC)ccc1C(=O)NC1CCCc2ccccc21 (stereo not drawn)	10	-7	24	22	-8	-7	-38	14
CCc1ccc(CCC(=O)Nc2ccc(C(=O)O)cc2)o1	-8	-7	-12	14	-2	1	-1	19
Cc1nnc(Nc2ccccc2)n(N)c1=O	-8	7	-2	13	16	0	-1	7
CCOC(=O)C1=C(COC(=O)/C=C/c2ccc(Cl)cc2)NC(=O)NC1C (stereo not drawn)	-12	6	2	-15	6	6	-9	2
COc1ccc(S(=O)(=O)N2CCOCC2)cc1C(=O)Nc1ccon1	-4	3	-3	-4	4	-3	-4	5
Cc1ccccc1Nc1nc(=O)c2cc([N+](=O)[O-])ccc2s1	-7	-1	9	21	13	-9	-11	9
CCCCCCc1cc2cc(S(=O)(=O)c3ccc(C)cc3)c(=O)oc2cc1O	-15	-14	5	-71	5	8	6	1
CCc1ccc(C2N(c3ccc(OC)cc3)C(=O)C3CCCN32)cc1 (stereo not drawn)	-12	1	-9	14	8	5	-1	-9
CCOC(=O)CSc1nnc(Cn2nnc(-c3ccccc3)n2)n1CC	-12	14	6	1	17	5	-7	12
COC(=O)c1ccc(NC(=O)CCN2C(=O)CSC2=O)cc1	4	-2	0	-4	7	-1	-6	-9
Cc1ccc(CNC(=O)c2sc3nc4c(c(C(F)(F)F)c3c2N)CCC4)cc1	2	9	20	17	-2	2	-3	10
O=C(CN1C(=O)CC(c2ccccc2)S(=O)(=O)c2ccccc21)N1CCOCC1 (stereo not drawn)	.	-14	2	.	1	-6	.	-7
COc1ccccc1C(=O)NC(=S)NC12CC3CC(CC(C3)C1)C2	15	-5	18	6	-34	4	-3	-16
COc1ccc(/C=C2/N=C(SC3CCOC3=O)N(c3cccc(OC)c3)C2=O)cc1 (stereo not drawn)	9	-5	11	24	6	3	-11	-4
CCCCc1ccc(/C=C2\C(=O)ON=C2c2ccccc2)s1	1	-2	10	9	1	1	7	-6
O=C1NC(=O)/C(=C\c2ccc(OCc3cccc([N+](=O)[O-])c3)cc2)N1	-9	3	-4	1	9	0	1	0
O=c1[nH]c(C2CCN(S(=O)(=O)c3ccccc3)CC2)nc2c1nnn2Cc1ccccc1	-1	4	5	7	3	3	.	10
O=C(O)/C=C/c1cn(-c2ccccc2)nc1-c1cc2ccccc2o1	2	31	6	-1	16	-10	-1	5
CC(Oc1ccc(Cl)cc1Cl)C(=O)NNC(=O)C(=O)N1CCCCC1 (stereo not drawn)	-11	10	-10	4	6	-3	-1	4
CN1CCN(C2Cc3ccccc3Sc3cc(C(F)(F)F)ccc32)CC1 (stereo not drawn)	.	22	14	7	-9	-6	0	0
Cc1nn(-c2ccccc2)c(Cl)c1/C=N/NC(=O)c1nn(C)cc1[N+](=O)[O-]	-4	-1	8	9	19	3	-20	-6
O=C(Nc1ccc(-n2cnnn2)cc1)c1cc(S(=O)(=O)N2CCCC2)ccc1Cl	-1	2	6	9	-2	1	20	8
COc1ccc(Br)cc1/C=N/NC(=O)Cn1nnnc1N	-15	15	14	5	3	-1	1	-4
CC(C)c1nn2c(=O)cc(O)nc2s1	0	7	-5	6	8	-4	2	15
CC(C)C(=O)N1CCN(CCN2C(=O)c3cccc4cccc(c34)C2=O)CC1	5	6	4	8	17	3	11	-15
Cc1ccc2c(c1)C1CN(C)CCC1N2C(=O)c1cccc(S(=O)(=O)N2CC(C)CC(C)C2)c1 (stereo not drawn)	1	-12	14	6	-10	-21	8	4

Full records, looked up by structure. Order of screens: EBI2 antag | UBC13 polyUb | Apaf1 inhib | CCR6 antagonist | 697 NFkB inh | SENP8 block | Gli-Sufu antag | Jurkat NFkB inh
`O=c1[nH]c(C2CCN(S(=O)(=O)c3ccccc3)CC2)nc2c1nnn2Cc1ccccc1` reads -1 | 4 | 5 | 7 | 3 | 3 | . | 10
`Cc1ccc2c(c1)C1CN(C)CCC1N2C(=O)c1cccc(S(=O)(=O)N2CC(C)CC(C)C2)c1` (stereo not drawn) reads 1 | -12 | 14 | 6 | -10 | -21 | 8 | 4
`O=C(O)/C=C/c1cn(-c2ccccc2)nc1-c1cc2ccccc2o1` reads 2 | 31 | 6 | -1 | 16 | -10 | -1 | 5
`O=C(Nc1ccc(-n2cnnn2)cc1)c1cc(S(=O)(=O)N2CCCC2)ccc1Cl` reads -1 | 2 | 6 | 9 | -2 | 1 | 20 | 8
`Cc1nn(-c2ccccc2)c(Cl)c1/C=N/NC(=O)c1nn(C)cc1[N+](=O)[O-]` reads -4 | -1 | 8 | 9 | 19 | 3 | -20 | -6

Additional entries:
SMILES	EBI2 antag	UBC13 polyUb	Apaf1 inhib	CCR6 antagonist	697 NFkB inh	SENP8 block	Gli-Sufu antag	Jurkat NFkB inh
CCCCC(=O)Nc1c2c(nn1-c1ccc(C)cc1)CS(=O)(=O)C2	1	-1	3	9	9	-1	10	-8
CC(=O)c1ccc(S(=O)(=O)NCCC(=O)NCCc2c[nH]c3ccccc23)cc1	19	-16	-2	4	14	-7	-8	3
COc1ccc(C(=O)N(C)CCCC2CCCC2)cc1OC1CCN(C(C)=O)CC1	-5	-2	12	11	-26	-9	10	9
COc1cccc(-c2sc3ccc(OC)cc3c2-c2ccc(OC)cc2F)c1	9	0	-5	11	-30	4	-15	-29
CCN(Cc1ccc2c(c1)OCO2)C(=O)/C=C/c1cccc(Br)c1	0	2	22	6	6	-13	7	-4
COC(=O)[C@H](Cc1ccccc1)NC(=O)C1(OC(C)=O)CC(OC(C)=O)C(OC(C)=O)C(OC(C)=O)C1 (stereo partly drawn)	-9	-6	4	4	-15	-5	-3	-2
CCCCCOc1ccc(CN2CCOCC2)cc1Cl	11	2	19	-8	-98	-8	-56	-96
O=C(Nc1ccccc1)c1ccc(F)c(S(=O)(=O)N2CCOCC2)c1	2	8	0	17	5	-17	24	1
COc1ccc(/C=C2\SC(=S)N(CC(=O)NC3C=CS(=O)(=O)C3)C2=O)cc1 (stereo not drawn)	29	-13	6	12	11	-5	-14	6
O=C(O)CCCNC(=O)CCCn1nnc2ccccc2c1=O	-7	-8	-23	4	10	2	8	8
O=C(CCl)N1c2ccccc2CCc2ccccc21	-9	-1	-4	.	-61	-5	.	-4
COc1cccc(C(=O)Nc2nnc(S(=O)(=O)N3CCCC3)s2)c1	-6	12	-3	0	-13	5	1	2
O=C(CNC(=O)c1ccccc1F)N/N=C/c1cccs1	-1	-5	13	6	-16	-11	-16	-15
COc1ccc(-c2nc(CS(=O)(=O)CC(=O)NC3CCCCC3C)c(C)o2)cc1 (stereo not drawn)	5	-2	11	6	-2	4	18	-2
O=C(NCCSCc1ccco1)Nc1ccccc1	-2	4	-9	10	-8	-5	9	-18
Cc1ccc(C)c(OCc2cc(C(=O)N(C)Cc3nccn3C)no2)c1	-7	3	-1	5	-18	-6	10	-11
CC(C)n1ncc2c(C(=O)Nc3cccc(C#N)c3)cc(C3CC3)nc21	-2	14	10	-14	-1	-12	15	-18
Cc1nc2ccccc2nc1CSc1nnc(N)s1	7	-1	-10	12	9	3	-4	-1
CCNc1nc(NC(C)C)nc(NS(=O)(=O)c2ccc(C)cc2)n1	-2	-10	2	7	-1	3	-37	-9
Cc1cc(C(=O)NCc2ccc3c(c2)OCO3)c(C)o1	-1	7	-12	4	17	12	-1	-3
Cc1ccc(Cn2nnc3c(=O)[nH]c(C4CCN(S(=O)(=O)c5ccc(C)cc5)CC4)nc32)cc1	5	18	20	3	8	-2	4	12
COc1cc2sc(-c3ccccc3OC)c(-c3ccc(O)cc3)c2cc1OC	-9	2	21	8	-8	-4	10	4
